# SNCA expr inh = reduces expression of the alpha-synuclein gene; Potency, µM (top dose mostly 57.2 µM), for inactives: at the top dose activity change, negative = inhibition, usual class: inhibitors; 140,000 compounds, 0.17% hits; AID 1671194; HEK-293 SNCA-luciferase knock-in, luminescence, 24 h;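 also: potency is read from the fitted curve at half-maximal effect; plate controls were DMSO cells for no effect and cell-free wells for full effect; nearly all actives have a fitted effect of over 45% in size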
# IP6K1 inhibitor = inhibitors of human IP6K1 | Q92551 | IP6K1 kinase, ADP-Glo luminescence, 2 h; active compounds read low | activity change, % (series mostly up to about 58 µM) | 140,000 compounds, 0.81% hits | AID 1645851; in the data active = activity change below about -25%
# Target sequence (Q92551 whole entry, looked up): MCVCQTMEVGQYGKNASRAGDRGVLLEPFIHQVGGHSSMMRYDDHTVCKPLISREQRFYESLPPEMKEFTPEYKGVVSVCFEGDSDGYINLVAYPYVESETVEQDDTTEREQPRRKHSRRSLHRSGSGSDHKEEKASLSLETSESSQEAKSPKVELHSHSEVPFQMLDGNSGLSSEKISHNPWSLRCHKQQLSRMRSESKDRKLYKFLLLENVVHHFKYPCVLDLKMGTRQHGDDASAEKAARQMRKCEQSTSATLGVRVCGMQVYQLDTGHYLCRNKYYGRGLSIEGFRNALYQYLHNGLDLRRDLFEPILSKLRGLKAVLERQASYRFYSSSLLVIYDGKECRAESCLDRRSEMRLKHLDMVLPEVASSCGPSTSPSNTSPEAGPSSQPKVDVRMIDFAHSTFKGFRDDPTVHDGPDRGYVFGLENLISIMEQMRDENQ
#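 ADP-Glo luminescence measures ADP made by human IP6K1 during a 2 h RT reaction with ATP/IP6 (mix at 1.3 mM/130 uM); top library doses 57.5 and 19.1 uM final.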
# Luciferase inh = Photinus pyralis luciferase inhibition | purified P. pyralis luciferase, luminescence, biochemical | AID 1347043 | 76,000 compounds, 2.5% hits | Potency, µM (series often up to 115 µM), without a hit: top-dose activity change, negative = inhibition, most hits filed as inhibitors; also: potency is read from the fitted curve at half-maximal effect; nearly all actives have a fitted effect of over 65% in size
# Target sequence (P08659 whole entry, looked up): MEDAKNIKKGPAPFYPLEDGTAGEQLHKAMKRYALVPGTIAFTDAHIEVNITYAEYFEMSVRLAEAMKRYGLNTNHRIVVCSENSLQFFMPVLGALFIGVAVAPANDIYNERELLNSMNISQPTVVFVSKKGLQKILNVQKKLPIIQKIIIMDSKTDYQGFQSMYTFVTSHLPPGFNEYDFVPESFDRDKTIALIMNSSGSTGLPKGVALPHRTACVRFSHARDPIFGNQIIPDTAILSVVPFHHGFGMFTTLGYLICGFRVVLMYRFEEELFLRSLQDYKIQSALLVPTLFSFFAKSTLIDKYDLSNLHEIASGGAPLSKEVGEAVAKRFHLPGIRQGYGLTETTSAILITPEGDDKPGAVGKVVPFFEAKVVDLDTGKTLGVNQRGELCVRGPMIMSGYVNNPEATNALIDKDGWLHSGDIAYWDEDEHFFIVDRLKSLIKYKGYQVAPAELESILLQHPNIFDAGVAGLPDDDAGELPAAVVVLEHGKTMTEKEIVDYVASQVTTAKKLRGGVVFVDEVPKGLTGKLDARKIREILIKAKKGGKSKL
#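 Purified 10nM P. pyralis luciferase with 10uM D-luciferin and 10uM ATP in 50mM Tris acetate pH 7.5, 10mM Mg acetate, 0.01% Tween-20, 0.05% BSA. qHTS titration; luminescence read by CCD imager.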
# SNCA viab count = reduces viability of HEK-293 SNCA reporter cells; 150,000 compounds, 0.12% hits; AID 1671193; HEK-293-SNCA-luc viability, GF-AFC fluorescence, 24 h; Potency, µM (series often up to 57.1 µM), without a hit: top-dose activity change, negative = cytotoxicity, hits mostly cytotoxic;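 also: potency is read from the fitted curve at half-maximal effect; 0% = DMSO-treated cells and -100% = medium-only wells without cells; nearly all actives have a fitted effect of over 30% in size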
#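 HEK-293-SNCA-luc cells (1500/well) plated 24 h, then exposed 24 h to a dilution series; GF-AFC added 30 min at 37C, fluorescence 405/540 nm; normalised to medium-only and DMSO wells, Hill fit.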
# GPT2 inh = inhibitors of human GPT2 alanine aminotransferase | Q8TD30 | Recombinant GPT2, coupled pyruvate oxidase/HRP Amplex Red fluorescence | Potency, µM (series often up to 57.7 µM), without a hit: at the top dose activity change, negative = inhibition, actives largely listed as inhibitors | 100,000 compounds, 0.25% hits | AID 1671188; also: potency is read from the fitted curve at half-maximal effect; nearly all actives have a fitted effect of over 60% in size; many of its hits are not listed in these tables
#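 Fluorescence of coupled pyruvate oxidase/HRP/Amplex Red system (50uM Amplex, 30 min, dark) reports pyruvate formed by GPT2. Enzyme reaction: 10ng/uL GPT2, 2mM L-alanine, 250uM a-KG, 30 min room temperature, pH 7.5; 50uM AOA control.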
# 3T3 cytotox = NIH 3T3 cell cytotoxicity. NIH 3T3 viability, CellTiter-Glo ATP luminescence, 48-72 h. AID 1345082. Potency, µM (series often up to 96.7 µM), without a hit: at the top dose activity change, negative = cytotoxicity, most hits filed as inhibitors. 94,000 compounds, 4.3% hits; also: potency is read from the fitted curve at half-maximal effect; nearly all actives have a fitted effect of over 55% in size
#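 Cytotoxicity is measured as loss of cellular ATP: NIH 3T3 cells (400/well) are exposed to compound for 48 or 72 hr at 37 °C, then CellTiter-Glo luminescence is imaged after 10 min at room temperature.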
# HEK cytotox = HEK 293 cell cytotoxicity | HEK 293 viability, ATP luminescence (CellTiter-Glo), 48-72 h | Potency, µM (top dose mostly 115 µM), without a hit: at the highest dose activity change, negative = cytotoxicity, usual class: inhibitors | 94,000 compounds, 6.6% hits; also: potency is read from the fitted curve at half-maximal effect; nearly all actives have a fitted effect of over 60% in size
#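 Read-out: CellTiter-Glo ATP luminescence. Cells: HEK 293, 250 cells/well. Exposure: 48 or 72 hr, 37 degree Celsius.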
# The depositor's hits bear a star; i = inactive; ? = inconclusive; nt = no result given; [ ] = another dose, or the depositor's remark. Unless noted, calls follow the shape of the dose curve; as a rule, active = well fitted curve in the direction sought with a large enough effect; inconclusive = small, poorly fitted or top-dose-only effect, or another doubt; inactive = no such curve, though single readings can be large; an effect the other way counts as inactive or inconclusive. Unless noted, % is scaled to controls: 0 for no effect and ±100 for the full control effect. Only part of the results is shown; the hit share may differ from the screen's.
# Sample of the layout (15 entries):
SMILES,SNCA expr inh,IP6K1 inhibitor,Luciferase inh,SNCA viab count,GPT2 inh,3T3 cytotox,HEK cytotox
CC(=O)N[C@H]1[C@H](O[C@H]2CC[C@@]3(C)C(CC[C@]4(C)C3CC=C3C5CC(C)(C)CC[C@]5(C(=O)O)[C@H](O[C@@H]5O[C@H](CO)[C@@H](O)[C@H](O)[C@H]5O)C[C@]34C)C2(C)C)O[C@H](CO[C@@H]2OC[C@H](O)[C@H](O)[C@H]2O[C@@H]2OC[C@@H](O)[C@H](O)[C@H]2O)[C@@H](O)[C@@H]1O (stereo partly specified),nt,10,nt,3%[12.5 µM],3%[17.1 µM],nt,nt
O=C(c1ccccc1F)N1CCCC2(CC(c3cccnc3)=NO2)C1 (stereo unspecified),18%,-6,nt,-1%,i,2%,2%
CC(C)NC(=O)NC[C@H]1O[C@@H](CC(=O)Nc2ccccc2)[C@H](O)[C@@H]1O,-26%[87.6 µM],-6,7%[172 µM],4%[87.6 µM],-1%[88.5 µM],i,-6%[172 µM]
CC(=O)N1CCc2[nH]cnc2C12CCN(Cc1nccn1C)CC2,-7%,-20,-20%,12%,-5%,i,i
CC(=O)N(C1CC1)C1CCOC2(CCN(C(=O)CCc3ccccc3)CC2)C1 (stereo unspecified),?,-16,3%,7%,i,-1%,-2%
O=C(C1CCCC1)N1CCC(C(=O)N2CCCC(c3nc4ccncc4[nH]3)C2)CC1 (stereo unspecified),-2%,5,nt,-7%,i,-16%,-13%
COc1ccc(CN2CCNc3cnc(Nc4ccccc4)cc3C2)cn1,-5%[87.6 µM],-18,1%[172 µM],-9%[87.6 µM],?,?,?
Cc1cc(C(=O)N2CC(F)(F)C[C@H]2c2nc(C)no2)on1,16%,-4,-2%,-2%,-6%,i,3%
Cc1ccc(NC(=O)CN2C(=O)NC3(CCS(=O)(=O)CC3)C2=O)cc1C,22%,3,-6%,2%,-5%,i,17%
O=C(NC1(C(F)(F)F)N=C(c2ccccc2)N(C2CCCCC2)C1=O)c1ccccc1F (stereo unspecified),-16%,-4,nt,?,nt,nt,nt
O=C(Nc1ccc2c(c1)CN(Cc1ccc(Cl)cc1)C(=O)CO2)c1ccccc1,-7%,11,-11%,1%,1%,?,?
COc1ccc(CC(=O)NC2CCN(c3ccc4nnc(C)n4n3)CC2)cc1,nt,3,nt,nt,nt,-27%,4%
CCOC(=O)C1CCN(C(=O)c2ccc3nnc(Cc4ccco4)n3c2)CC1,9%,-1,nt,4%,1%,-18%,-5%
O=C(NCc1ccccc1F)c1cc(-c2ccc(Cl)cc2Cl)c2nncn2n1,2%,-5,nt,-21%,i,?,?
Cc1ccc(CNC(=O)CC2=C3CCCCC3N(C(C)C)C2=O)o1 (stereo unspecified),-14%,-2,9%,-3%,-5%,-3%,-27%

# The list itself, previewed entries included:
SMILES,SNCA expr inh,IP6K1 inhibitor,Luciferase inh,SNCA viab count,GPT2 inh,3T3 cytotox,HEK cytotox
CC(=O)N[C@H]1[C@H](O[C@H]2CC[C@@]3(C)C(CC[C@]4(C)C3CC=C3C5CC(C)(C)CC[C@]5(C(=O)O)[C@H](O[C@@H]5O[C@H](CO)[C@@H](O)[C@H](O)[C@H]5O)C[C@]34C)C2(C)C)O[C@H](CO[C@@H]2OC[C@H](O)[C@H](O)[C@H]2O[C@@H]2OC[C@@H](O)[C@H](O)[C@H]2O)[C@@H](O)[C@@H]1O (stereo partly specified),nt,10,nt,3%[12.5 µM],3%[17.1 µM],nt,nt
O=C(c1ccccc1F)N1CCCC2(CC(c3cccnc3)=NO2)C1 (stereo unspecified),18%,-6,nt,-1%,i,2%,2%
CC(C)NC(=O)NC[C@H]1O[C@@H](CC(=O)Nc2ccccc2)[C@H](O)[C@@H]1O,-26%[87.6 µM],-6,7%[172 µM],4%[87.6 µM],-1%[88.5 µM],i,-6%[172 µM]
CC(=O)N1CCc2[nH]cnc2C12CCN(Cc1nccn1C)CC2,-7%,-20,-20%,12%,-5%,i,i
CC(=O)N(C1CC1)C1CCOC2(CCN(C(=O)CCc3ccccc3)CC2)C1 (stereo unspecified),?,-16,3%,7%,i,-1%,-2%
O=C(C1CCCC1)N1CCC(C(=O)N2CCCC(c3nc4ccncc4[nH]3)C2)CC1 (stereo unspecified),-2%,5,nt,-7%,i,-16%,-13%
COc1ccc(CN2CCNc3cnc(Nc4ccccc4)cc3C2)cn1,-5%[87.6 µM],-18,1%[172 µM],-9%[87.6 µM],?,?,?
Cc1cc(C(=O)N2CC(F)(F)C[C@H]2c2nc(C)no2)on1,16%,-4,-2%,-2%,-6%,i,3%
Cc1ccc(NC(=O)CN2C(=O)NC3(CCS(=O)(=O)CC3)C2=O)cc1C,22%,3,-6%,2%,-5%,i,17%
O=C(NC1(C(F)(F)F)N=C(c2ccccc2)N(C2CCCCC2)C1=O)c1ccccc1F (stereo unspecified),-16%,-4,nt,?,nt,nt,nt
O=C(Nc1ccc2c(c1)CN(Cc1ccc(Cl)cc1)C(=O)CO2)c1ccccc1,-7%,11,-11%,1%,1%,?,?
COc1ccc(CC(=O)NC2CCN(c3ccc4nnc(C)n4n3)CC2)cc1,nt,3,nt,nt,nt,-27%,4%
CCOC(=O)C1CCN(C(=O)c2ccc3nnc(Cc4ccco4)n3c2)CC1,9%,-1,nt,4%,1%,-18%,-5%
O=C(NCc1ccccc1F)c1cc(-c2ccc(Cl)cc2Cl)c2nncn2n1,2%,-5,nt,-21%,i,?,?
Cc1ccc(CNC(=O)CC2=C3CCCCC3N(C(C)C)C2=O)o1 (stereo unspecified),-14%,-2,9%,-3%,-5%,-3%,-27%
CNC(=O)[C@@H](Cc1ccccc1)N1CCC[C@H]1C(=O)NCc1cccnc1,1%[87.6 µM],3,-8%[172 µM],3%[87.6 µM],3%[88.5 µM],-3%[138 µM],-8%[172 µM]
COCc1cn([C@H]2CO[C@H]3[C@@H]2OC[C@H]3OC(=O)Nc2ccc(C)cc2)nn1,4%[87.6 µM],12,-6%[172 µM],9%[87.6 µM],i,-2%[174 µM],-7%[172 µM]
COc1ccc(Nc2ccnc(N3CCC(C(=O)NCC(F)F)CC3)n2)cc1,9%,-4,nt,8%[12.5 µM],1%,?,?
Cc1cc(Cl)ccc1S(=O)(=O)N1CCc2nn(C)c(=O)n2CC1,-1%,-12,7%,-6%,i,4%,5%
Cc1cc(C(=O)N2C[C@@H](Oc3cccnc3)C[C@H]2C(=O)N2CCOCC2)nn1C,-25%,5,-1%,-1%,i,-5%,-1%
CC1=CC(=O)CC(C)(C)[C@H]1/C=C/C(CO)O[C@@H]1O[C@H](CO)[C@@H](O)[C@H](O)[C@H]1O (stereo partly specified),nt,9,nt,24%,i,nt,nt
CCOC(=O)c1c(C)[nH]c(CCC(=O)Nc2c(C)cccc2CC)c1C,8%,4,nt,22%,nt,nt,nt
Cc1nn(C)c(C)c1CCCN(C)C(=O)C1N(C(C)C)C(=O)C12CCCCC2 (stereo unspecified),13%,-8,-10%,-3%,-8%,-16%,-24%
CN1c2cc(C(=O)Nc3ccc(Cl)c(F)c3)ccc2C(=O)N2CCCCC21 (stereo unspecified),70%[activator],-14,?,20%[12.5 µM],1%,?,?
Cc1ccc2c(c1)cc(C(=O)NCc1ccc(F)cc1)n2C,152%[activator],-3,nt,-6%,nt,nt,nt
COC(=O)CNC(=O)C1CCCCN1Cc1ccc(-c2cc(F)ccc2OC)cc1 (stereo unspecified),nt,19,nt,nt,nt,?,?
COc1ccc(CNC(=O)c2cnn(-c3ccc(F)cc3)c2-n2cccc2)cc1,-16%,22,nt,-11%,nt,nt,nt
CCc1cccc2c(C(CC(=O)N3CCCC3)c3ccc(Cl)c(Cl)c3)c[nH]c12 (stereo unspecified),-22%,23,1%,-13%,i,?,40µM*
CCN(C(=O)CSc1nc2ccccc2n1CC(=O)Nc1cccc(C#N)c1)c1ccccc1,-23%,-4,nt,-22%,nt,nt,nt
Cc1ccc(NC(=O)N2CCC(c3nc(CCOCC4CC4)no3)C2)cc1C (stereo unspecified),13%,29,4%,7%[12.5 µM],-1%,-29%,?
CCOCCCNC(=O)CN1C(=O)COc2ccc(S(=O)(=O)N3CCOCC3)cc21,-30%,5,nt,-11%,nt,nt,nt
CCn1nccc1C(=O)N1CCC([C@H]2[C@@H](OC)CN2C(C)C)CC1,-8%,9,nt,-7%,-6%,-17%,i
COc1ccccc1-c1[nH]nc2ncc(-c3cccc(O)c3)nc12,-6%[87.6 µM],-5,-26%[172 µM],-24%[87.6 µM],i,?,40µM*
CCCCCC(O)CCCC(=O)O (stereo unspecified),6%,nt,nt,-16%,i,nt,nt
CCc1ccccc1NC(=O)CSc1nc(-c2ccccc2OC)nc2c1Cc1c(CO)cnc(C)c1O2,-26%,26,nt,?,nt,nt,nt
CC(C)CC1=NS(=O)(=O)c2cc(NC(=O)C3CCC3)ccc2N1c1ccccc1,-11%,-9,-13%,-26%,i,?,?
Cc1ccc(-n2nc(C)c([C@@H]3C=C[C@@H](NS(=O)(=O)c4cccs4)C3)c2C)cc1Cl,-11%,10,?,?,?,35µM*,45µM*
COC(=O)c1ccc(Nc2ncnc3c2cnn3C)cc1,2%,17,nt,5%,nt,nt,nt
CN(CCc1cnn(C)c1)C(=O)c1cn(Cc2cccc(C(F)(F)F)c2)nn1,-20%,26,0%,-2%,i,i,3%
COCCNc1c(-c2noc(C)c2C(=O)Nc2ccc(F)c(OC)c2)cnn1C,13%[87.6 µM],6,1%[172 µM],0%[87.6 µM],2%[88.5 µM],?,0%[172 µM]
CN1CCc2c(sc(NC(=O)CSc3ccc(F)cc3)c2-c2nc3ccccc3s2)C1,?,16,nt,20%,nt,nt,nt
COc1ccc(NC(=O)N2c3ccccc3CC2c2nc(C3CC3)no2)c(C)c1 (stereo unspecified),-11%,14,9%,-22%,-12%,-27%,?
CN(Cc1nc(-c2ccncc2)no1)C1CCC2(CCNCC2)CC1,-17%,-41*,11%,2%,?,-24%,-24%
COc1ccc(NC(=O)Cc2csc(COc3cccc(C)c3)n2)cc1OC,3%,-27*,nt,-2%,nt,nt,nt
N#Cc1cccc(NC(=O)N[C@H]2CO[C@H]3[C@@H]2OC[C@@H]3n2nnnc2Oc2ccc(-n3cncn3)cc2)c1,-21%,3,-2%,6%,-7%,-22%,-4%
O=C1Nc2ccccc2CC12CCN2Cc1cncs1 (stereo unspecified),16%[87.6 µM],-2,6%[172 µM],4%[87.6 µM],3%[88.5 µM],-8%[138 µM],-3%[172 µM]

# Single entries from above.
# GPT2 inh result of N#Cc1cccc(NC(=O)N[C@H]2CO[C@H]3[C@@H]2OC[C@@H]3n2nnnc2Oc2ccc(-n3cncn3)cc2)c1 stands at -7%
# IP6K1 inhibitor result of CN1CCc2c(sc(NC(=O)CSc3ccc(F)cc3)c2-c2nc3ccccc3s2)C1 stands at 16
